Rpn11 block: inhibitors of human proteasome Rpn11. AID 588493. O00487. hit rate 0.59% among 360,000. human 26S proteasome, Ub4-pepOG fluorescence polarization; 20S core pre-blocked with epoxomicin. calls only at 20 µM;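 active = inhibition at 20 µM, scaled to each plate's controls, above about 33%, limit read from the data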
Scp1 inh: inhibitors of human Scp-1 phosphatase; Q9GZU7; inhibition, % at 20 µM; AID 493091; hit rate 0.88% among 340,000; Recombinant Scp1, phosphopeptide, malachite green phosphate absorbance;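 active = inhibition above about 50% at 20 µM, limit read from the data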;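 also: plate controls were DMSO wells with enzyme for no effect and wells lacking enzyme for full effect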
Target sequence (Q9GZU7 76-261 limits assumed): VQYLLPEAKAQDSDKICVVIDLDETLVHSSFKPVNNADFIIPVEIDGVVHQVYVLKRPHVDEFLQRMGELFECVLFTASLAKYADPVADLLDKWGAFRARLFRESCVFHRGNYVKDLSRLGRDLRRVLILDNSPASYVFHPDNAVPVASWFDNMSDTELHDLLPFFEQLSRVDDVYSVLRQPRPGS
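System: SCP-1 catalytic domain; Reagent: Phospho 17-mer peptide substrate; Doses: one concentration, 20 µM, with 1.0% DMSO; Incubation: 45 min room-temperature reaction, 5 min colour, 30 min stabiliser; Signal: Phosphate-binding colour reagent, absorbance read at 630 nm.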
STEP block: blocks human striatal-enriched tyrosine phosphatase. hit rate 0.25% among 360,000. recombinant STEP, OMFP fluorogenic substrate, fluorescence. P54829. inhibition, % at 20 µM;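 active = inhibition at 20 µM, scaled per plate between control wells, above about 37%, limit read from the data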;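 also: 0% = DMSO with enzyme and substrate and 100% = substrate only without enzyme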
Target sequence (P54829 whole entry, looked up): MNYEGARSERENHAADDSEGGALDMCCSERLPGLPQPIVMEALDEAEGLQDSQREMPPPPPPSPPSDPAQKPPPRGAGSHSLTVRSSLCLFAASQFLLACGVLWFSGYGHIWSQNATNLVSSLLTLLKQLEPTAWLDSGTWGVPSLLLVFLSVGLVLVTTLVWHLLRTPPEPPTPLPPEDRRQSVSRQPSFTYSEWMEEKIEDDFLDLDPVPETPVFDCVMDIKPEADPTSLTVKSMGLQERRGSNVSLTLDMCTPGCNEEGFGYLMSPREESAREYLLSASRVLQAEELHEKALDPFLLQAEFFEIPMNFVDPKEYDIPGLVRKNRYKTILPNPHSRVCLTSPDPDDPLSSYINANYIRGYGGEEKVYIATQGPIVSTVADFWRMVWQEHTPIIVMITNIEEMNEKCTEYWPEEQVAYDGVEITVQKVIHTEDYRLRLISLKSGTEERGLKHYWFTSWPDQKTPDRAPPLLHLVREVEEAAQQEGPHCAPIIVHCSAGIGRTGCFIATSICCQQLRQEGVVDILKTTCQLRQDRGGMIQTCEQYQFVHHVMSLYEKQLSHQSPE
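Assay system: isolated STEP enzyme / Timing: 20 min at room temperature, dark / Doses: 20 µM, 1% DMSO / Technique: fluorescence intensity, excitation 480 nm, emission 540 nm / Reagent: fluorogenic phosphatase substrate OMFP at 25 µM final / Measure: percent inhibition scaled to no-enzyme and uninhibited-enzyme controls, plate-pattern corrected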
Tb MetRS inh: blocks T. brucei methionyl-tRNA synthetase activity; inhibition, % at 11.9 µM; purified T. brucei MetRS, ATP depletion, Kinase-Glo luminescence; hit rate 0.4% among 360,000; AID 624268;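 active = inhibition above a per-plate cutoff of the control wells' mean inhibition plus 3 SD, cut at about 5.5% in these data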;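 also: 0% = DMSO wells median and 100% = median of wells with control inhibitor compound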
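System: purified T. brucei MetRS enzyme / Detection: Kinase-Glo luciferase luminescence reporting remaining unconsumed ATP / Medium: HEPES buffer with MgCl2, KCl, DTT, spermine, BSA, pyrophosphatase / Replication: singlicate, one well per compound / Evaluation: percent inhibition relative to median high and low control wells / Schedule: 2 h aminoacylation at 25 °C after 15 min preincubation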
SUMO1 PPI mod: SUMO1-SIM interaction modulation. P63165. SUMO1 binding to a labelled peptide, TR-FRET, 1 h. inhibition, % at 20 µM. hit rate 0.33% among 360,000. AID 602429; in the data active = inhibition above about 37%
LMPTP inh: LMPTP (human) inhibition | P24666 | recombinant LMPTP-A, OMFP fluorogenic substrate, fluorescence intensity | inhibition, % at 20 µM | hit rate 0.22% among 360,000;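 active = compounds that cut the enzyme signal by at least half of the control window in the single-dose screen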;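 also: plate controls were DMSO wells with enzyme plus substrate for no effect and substrate without enzyme for full effect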
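Buffer or medium: Bis-Tris pH 6.0, DTT, detergent; Assay system: LMPTP-A enzyme; Quantity: 0.625 nM enzyme; Detection: endpoint fluorescence intensity; Times: 50 min dark incubation at room temperature; Controls: substrate-only low control, DMSO enzyme-plus-substrate high control; Doses: single 20 µM dose; Read-out: percent inhibition versus substrate-only and uninhibited controls; Reagent: 400 µM OMFP.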
MsrA inhibitor: inhibitors of bovine MsrA; purified bovine MsrA, absorbance read-out; inhibition, % at 15.5 µM; hit rate 0.75% among 360,000; in the data active = inhibition above about 4.5%;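 also: 0% = vehicle wells with enzyme and 100% = reference inhibitor wells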
NadD inh: NadD (S. aureus) enzyme inhibition; purified NadD enzyme, colorimetric absorbance read-out; inhibition, % at 20 µM; hit rate 0.78% among 360,000; in the data active = inhibition above about 26%; also: some compounds past the cut are filed as inactive
CSN deneddyl inh: inhibitors of human CSN-mediated cullin deneddylation; AID 651999; inhibition, % at 12.5 µM; Purified CSN, SCF-Nedd8-OG deneddylation, fluorescence polarization; Q92905; hit rate 0.38% among 360,000;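 active = pattern-corrected inhibition above about 35%, with an unprinted fluorescence ratio check between 0.5 and 1.5, limit read from the data, passing the limit was not always enough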;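 also: 0% = enzyme with substrate and 100% = substrate without enzyme; some results filed as inactive read as strong as hits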
Target sequence (Q92905 whole entry, looked up, one chain of several): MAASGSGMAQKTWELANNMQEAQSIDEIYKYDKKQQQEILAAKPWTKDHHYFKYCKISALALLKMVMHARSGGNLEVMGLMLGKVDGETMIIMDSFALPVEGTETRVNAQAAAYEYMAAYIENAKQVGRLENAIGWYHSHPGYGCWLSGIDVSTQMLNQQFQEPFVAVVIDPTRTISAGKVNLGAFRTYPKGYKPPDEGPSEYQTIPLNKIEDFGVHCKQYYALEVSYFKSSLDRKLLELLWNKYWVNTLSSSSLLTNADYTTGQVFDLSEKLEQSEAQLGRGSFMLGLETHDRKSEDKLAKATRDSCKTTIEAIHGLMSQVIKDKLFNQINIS
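Assay system: Purified human Csn5 enzyme expressed in HEK293T cells | Amount: Enzyme 0.24 nM | Measured by: Fluorescence polarization readout | Medium: Tris/NaCl/DTT buffer, pH 7.5 | Compound dosing: One concentration, 12.5 µM, 0.25% DMSO | Times: 90 min incubation of compound, enzyme and substrate at room temperature | Control set: no-enzyme wells high, enzyme-with-substrate wells low | Read-out: % inhibition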
DNMT1 inh: blocks human DNA methyltransferase DNMT1 | DNMT1 molecular beacon, Hinp1I cleavage, fluorescence | P26358 | inhibition (reported as % activation of signal), % at 10 µM | hit rate 0.83% among 360,000; in the data active = inhibition above about 50%
Active calls of the source: *; i = inactive; · = no result given; + = active, no number.

The first 7 compounds (preview)
| Rpn11 block | Scp1 inh | STEP block | Tb MetRS inh | SUMO1 PPI mod | LMPTP inh | MsrA inhibitor | NadD inh | CSN deneddyl inh | DNMT1 inh | SMILES |
| --- | --- | --- | --- | --- | --- | --- | --- | --- | --- | --- |
| i | 2 | 2 | -0.2 | 1 | -0.4 | -0.2 | -2 | -2 | 2 | CN(C)c1ccc(CNC(=O)c2cc(S(=O)(=O)N3CCCC3)cn2C)cc1 |
| i | 2 | 2 | -1.9 | -4 | -1.1 | 0.5 | -2 | -2 | 1 | Cc1ccc(-c2nc(-c3cccnc3)no2)c(C)c1 |
| i | -9 | -1 | -0.1 | -45 | 6.9 | -0.2 | 9 | 0 | -2 | COc1ccc2nc(N=NC3=C(O)CC(C)(C)CC3=O)sc2c1 |
| i | -20 | 1 | -0.5 | -5 | 1.5 | 1.2 | -12 | 7 | 3 | COc1cc(/C=C/C(=O)c2ccc(C)cc2)ccc1OCC#N |
| i | -5 | 48* | 0.2 | -1 | -1.5 | -0.2 | -2 | -1 | 1 | COc1ccc(NC(=S)N(CCc2ccc(OC)c(OC)c2)Cc2ccccn2)cc1 |
| i | -5 | 0 | 0.1 | 4 | -1.0 | 0.3 | -1 | 0 | 6 | Cc1cc(=O)oc2ccc(OCC(=O)N3CCc4ccccc43)cc12 |
| i | -5 | 5 | -0.2 | 3 | 0.0 | 0.2 | 2 | -10 | -2 | CCOc1ccc(NC(=S)Nc2cc(C)[nH]n2)cc1 |

Results, previewed entries included:
| Rpn11 block | Scp1 inh | STEP block | Tb MetRS inh | SUMO1 PPI mod | LMPTP inh | MsrA inhibitor | NadD inh | CSN deneddyl inh | DNMT1 inh | SMILES |
| --- | --- | --- | --- | --- | --- | --- | --- | --- | --- | --- |
| i | 2 | 2 | -0.2 | 1 | -0.4 | -0.2 | -2 | -2 | 2 | CN(C)c1ccc(CNC(=O)c2cc(S(=O)(=O)N3CCCC3)cn2C)cc1 |
| i | 2 | 2 | -1.9 | -4 | -1.1 | 0.5 | -2 | -2 | 1 | Cc1ccc(-c2nc(-c3cccnc3)no2)c(C)c1 |
| i | -9 | -1 | -0.1 | -45 | 6.9 | -0.2 | 9 | 0 | -2 | COc1ccc2nc(N=NC3=C(O)CC(C)(C)CC3=O)sc2c1 |
| i | -20 | 1 | -0.5 | -5 | 1.5 | 1.2 | -12 | 7 | 3 | COc1cc(/C=C/C(=O)c2ccc(C)cc2)ccc1OCC#N |
| i | -5 | 48* | 0.2 | -1 | -1.5 | -0.2 | -2 | -1 | 1 | COc1ccc(NC(=S)N(CCc2ccc(OC)c(OC)c2)Cc2ccccn2)cc1 |
| i | -5 | 0 | 0.1 | 4 | -1.0 | 0.3 | -1 | 0 | 6 | Cc1cc(=O)oc2ccc(OCC(=O)N3CCc4ccccc43)cc12 |
| i | -5 | 5 | -0.2 | 3 | 0.0 | 0.2 | 2 | -10 | -2 | CCOc1ccc(NC(=S)Nc2cc(C)[nH]n2)cc1 |
| i | -9 | 0 | -0.5 | -18 | 0.7 | -0.1 | -4 | 5 | 1 | C=COC(=O)c1sc2nc(C)cc(C)c2c1N |
| i | -14 | -3 | -0.2 | -31 | 1.0 | -0.3 | 11 | 6 | 3 | Cc1cc(C)cc(OC(=O)CS(=O)c2ccc(C(F)(F)F)cc2[N+](=O)[O-])c1 (stereo not drawn) |
| i | -10 | 0 | -0.1 | -1 | -0.7 | 0.5 | -2 | -4 | 3 | Cc1ccc(C(=O)N/C(=C\c2ccccc2)C(=O)NCCN2CCOCC2)cc1 |
| i | -4 | 1 | 0.8 | -2 | -2.2 | -0.3 | 1 | 3 | 0 | COc1cc(CNCc2ccc(OC)cc2OC)cc(OC)c1 |
| i | -8 | -1 | -0.3 | -2 | -0.2 | 0.3 | -1 | -2 | 3 | COc1ccc(C2CC(c3ccccc3)Nc3ncnn32)cc1 (stereo not drawn) |
| i | -5 | -2 | 0.2 | -16 | 3.0 | 0.7 | -2 | 3 | -3 | COc1ccc(NC(=O)N2CCN(c3ccc([N+](=O)[O-])cc3)CC2)cc1OC |
| i | 1 | 0 | -0.1 | -2 | -0.5 | -0.5 | 0 | 0 | 2 | O=C(CSc1ccc(Cl)cc1)Nc1ncccn1 |
| i | 0 | -3 | -0.8 | 0 | 2.2 | -0.6 | -7 | -3 | -7 | CN(C)S(=O)(=O)c1ccc(NC(=O)N2CCN(c3cccc(C(F)(F)F)c3)CC2)cc1 |
| i | · | 4 | -0.3 | -19 | -0.7 | 0.7 | 0 | -2 | 2 | CC(=O)c1cc2c(cc1NC(=O)CSc1nnc(C3CC3)n1C)OCO2 |
| i | -4 | 6 | -1.2 | 0 | 1.2 | 1.1 | 1 | -1 | -8 | Cc1ccc(-n2nc(-c3cccnc3)cc2C(=O)N2CCOCC2)c(C)c1 |
| + | 1 | -2 | -0.8 | -16 | 0.2 | -0.5 | 5 | 1 | -4 | CSc1sc(-c2nnc(SCC(=O)Nc3ccc(Cl)cc3)n2C)c2c1C=CCC2 |
| i | · | 2 | 0.0 | 5 | 4.3 | 0.8 | 5 | 0 | -9 | COc1cc(C(=O)N2CCCCC2c2cc(C(=O)Nc3ccccc3Cl)no2)cc(OC)c1C (stereo not drawn) |
| i | -1 | 0 | -0.9 | -1 | -2.2 | -0.6 | -2 | -4 | 4 | CCN1CCN(C(=O)Nc2cc(Cl)ccc2OC)CC1 |
| i | -7 | -2 | -0.4 | -1 | -2.9 | 0.4 | 5 | -3 | -3 | C/C(=N\NC1=N[C@H]2CS(=O)(=O)C[C@H]2S1)c1ccccc1 |
| i | -2 | 0 | -0.4 | -2 | 1.1 | -0.4 | -4 | -2 | 3 | Cc1cc(C)c(C)c(S(=O)(=O)NCC(=O)Nc2ccccc2F)c1C |
| i | -2 | 1 | 0.5 | 7 | 2.5 | -0.2 | 8 | -8 | 3 | CN(C)c1cccc(C(=O)OC(C(=O)Nc2ccc(Cl)cc2C(F)(F)F)c2ccccc2)c1 (stereo not drawn) |
| i | -11 | 1 | -1.0 | 0 | 0.9 | -0.7 | 1 | -7 | 20 | Cc1ccc(C)c(Cn2c(=O)n(CCC(=O)NCc3ccco3)c(=O)c3ccccc32)c1 |
| i | -5 | -1 | -0.3 | 5 | 0.7 | 1.2 | -1 | -1 | -2 | Cc1ccc(S(=O)(=O)N2C(=O)CCC2C(=O)O/N=C(\N)c2ccccc2)cc1 (stereo not drawn) |
| i | -3 | -1 | 0.0 | -23 | 1.9 | -0.9 | -3 | -6 | -1 | NC(=O)c1ccc(NCCc2ccccc2)c([N+](=O)[O-])c1 |
| i | -5 | 6 | -0.5 | 1 | -1.4 | -0.1 | -2 | -1 | 0 | O=C(c1ccc(Cl)c(Cl)c1)N1CCOCC1 |
| i | -1 | -3 | -0.5 | 2 | -0.1 | 1.1 | -4 | 1 | 1 | CN(c1cccc(NC(=O)Cc2ccccc2)c1)S(C)(=O)=O |
| · | · | · | -0.3 | 4 | -2.7 | -1.3 | -4 | 6 | · | CCOC(=O)[C@]12CCCC=C1N(Cc1ccco1)C(=O)[C@H](CC(=O)NCc1ccccc1)C2 |
| i | · | -2 | 0.2 | -3 | 2.2 | -0.2 | -8 | 1 | -16 | c1csc(CNc2ccn3nc(-c4ccc(OCCN5CCOCC5)cc4)cc3n2)c1 |
| i | · | 0 | -1.0 | 3 | -2.2 | -1.4 | -1 | -1 | -5 | Nc1nc(Cl)nc2c1ncn2C1CCC(CO)O1 (stereo not drawn) |
| i | -4 | -1 | -0.3 | -47 | -5.4 | 0.3 | -2 | -3 | 0 | O=C(c1ccc(Cl)c(S(=O)(=O)N2CCCCCC2)c1)N1CCCC(C(F)(F)F)C1 (stereo not drawn) |
| i | 2 | 6 | 0.3 | 16 | 4.5 | 1.6 | 15 | 30 | 22 | O=C(O)CN1C(=O)/C(=C\c2cc(Br)ccc2OCc2ccccc2F)SC1=S |
| i | -5 | 2 | -0.2 | 1 | -1.0 | 0.6 | -3 | 0 | 0 | CN(C)c1[nH]c(=O)c(C#N)c2c1CCN2Cc1ccccc1 |
| i | -2 | 2 | -0.4 | -4 | -3.0 | -0.2 | 6 | -8 | -2 | N/C(=N\OC(=O)Nc1ccccc1)c1ncc(C(F)(F)F)cc1Cl |
| + | 2 | -3 | -0.2 | -2 | 3.6 | 0.8 | 51* | 7 | 13 | CCC1CCCCN1c1ccc([N+](=O)[O-])cc1/C=N/NC(=O)Cn1c2ccccc2c(=O)c2ccccc21 (stereo not drawn) |
| i | 33 | 24 | 0.1 | -7 | 36 | 2.9 | -6 | -8 | 0 | O=C(Cc1ccccc1)NNC(=O)c1ccc(NC(=O)c2ccccc2)cc1 |
| i | -7 | 4 | -0.4 | 2 | 1.8 | 0.3 | 1 | -3 | 3 | CC(=O)c1ccc(NC(=S)N2CCN(S(=O)(=O)c3ccc(F)cc3)CC2)cc1 |
| i | -9 | -4 | 0.5 | 2 | 0.9 | -0.3 | -2 | -2 | -1 | CCCc1cc(NC(=O)COC(=O)c2ccc(O)cc2O)n(-c2ccccc2)n1 |
| i | -4 | -2 | -0.3 | -1 | -0.6 | -0.8 | -5 | 3 | 0 | N#CCCN(C(=O)COC(=O)CCN=C1NS(=O)(=O)c2ccccc21)c1ccc(F)cc1 |
| i | 1 | 0 | -0.4 | 0 | -0.4 | -0.3 | 1 | 0 | -2 | CC1CC(=O)N(CC(=O)NC2CCCCC2)c2ccccc2S1 (stereo not drawn) |
| i | 5 | -4 | -0.4 | 0 | 0.8 | -0.6 | 6 | 2 | 2 | Cc1ccc(OCCCSc2n[nH]c(N)n2)cc1 |
| i | -2 | -3 | 0.3 | 2 | -1.0 | 0.0 | -2 | -3 | 5 | N#Cc1ccccc1OCC(=O)NCC(c1ccc(F)cc1)N1CCOCC1 (stereo not drawn) |
| i | -9 | -1 | -0.2 | 1 | -0.3 | 1.0 | 0 | 7 | 2 | O=C(c1ccco1)N1CCN(C(=O)c2ccc(CS(=O)c3cccc(Cl)c3)o2)CC1 (stereo not drawn) |
| i | -5 | -2 | -0.6 | -1 | -0.6 | 2.5 | -7 | -3 | -1 | Cc1cc(F)ccc1NS(=O)(=O)c1c(C)nc2scc(C)n2c1=O |
| i | -4 | -1 | 0.1 | -4 | -2.2 | 0.1 | -1 | 3 | 4 | Cc1cc(C)nc(SCc2nnc(SCC(=O)Nc3cc(C(F)(F)F)ccc3Cl)o2)n1 |

Screens (PubChem)
